# Compound activity: PubChem, Sanford-Burnham Center for Chemical Genomics
# AID2073 – disruptors of CaV2.2 binding to Mint1 – biochemical, HTRF (AID 2073) | HTRF protein-protein interaction, Mint1-CaV2.2; higher % means a stronger effect | inhibition, % at 20 µM, or IC50 in µM where a hit was titrated | 290,000 tested, 0.19% active; in the data active = inhibition mostly above about 51%, no sharp cut-off; inconclusive = no clear call, values can overlap the other calls; inactive = mostly below about 53%; note: some results filed as inactive read as strong as hits
# GPR55 antagonists – inhibition of LPI-stimulated GPR55 beta-arrestin translocation – imaging, U2OS, beta-arrestin-GFP, LPI agonist, primary screen (AID 2013) | U2OS GPR55 beta-arrestin-GFP translocation imaging, LPI antagonism; higher % means a stronger effect | one-dose inhibition, % at 10 µM; IC50 in µM for titrated hits | 290,000 tested, 0.13% active;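 active = spots per cell inhibited over 60%, with over 100 cells counted and total cytoplasm intensity under 500,000; inconclusive = wells with under 100 cells, flagged as likely toxic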;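 note: U2OS cells stably carrying GPR55 and arrestin-GFP stimulated by 5 µM LPI near EC80; imaged beta-arrestin-GFP aggregate spots per cell after agonist stimulation; plate controls were LPI-stimulated DMSO wells for no effect and DMSO wells without LPI for full effect; some results filed as inactive read as strong as hits; confirmed hits need IC50 under 10 µM and bright autofluorescent wells are also inconclusive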
# NOD1 inhibition – inhibition of NOD1-driven NF-kB reporter – cell-based, luminescence, uHTS, primary screen (AID 1578); NOD1-driven NF-kB luciferase reporter cells, luminescence; higher % means a stronger effect; inhibition, % at 4 µM, or EC50 in µM where a hit was titrated; 290,000 tested, 1% active; in the data active = inhibition mostly above about 36%, no sharp cut-off; inactive = mostly below about 34%;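 note: HEK-293T reporter cells stimulated with the NOD1 agonist gamma-tri-DAP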
# GPR35 arrestin U2OS – inhibition of zaprinast-stimulated GPR35 beta-arrestin translocation – imaging, U2OS, beta-arrestin-GFP, zaprinast agonist, primary screen (AID 2058); 290,000 tested, 0.052% active; inhibition, % at 10 µM; hits with a dose series show IC50 in µM; U2OS GPR35 beta-arrestin-GFP translocation imaging, zaprinast antagonism; higher % means a stronger effect;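 active = inhibition of at least 50% with at least 30 cells and total cytoplasm GFP at most 10,000,000; inconclusive = under 30 cells or total GFP of 10,000,000 plus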
# HIV fusion peptide – cell-free HIV fusion peptide-binding blockers – biochemical, uHTS, fluorescence dequenching, primary screen (AID 1986) | cell-free peptide binding, fluorescence dequenching, 30 min; higher % means a stronger effect | one-dose inhibition, % at 20 µM; IC50 in µM for titrated hits | 290,000 tested, 0.3% active; in the data active = inhibition mostly above about 52%, no sharp cut-off; inactive = mostly below about 76%; note: some results filed as inactive read as strong as hits
# GPR55 activation – GPR55 agonists via beta-arrestin recruitment, primary screen, imaging, U2OS cells, beta-arrestin-GFP redistribution (AID 1961); 290,000 tested, 0.048% active; activation, % at 10 µM, or EC50 in µM where a hit was titrated; U2OS GPR55 beta-arrestin-GFP redistribution imaging; higher % means a stronger effect;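 active = activation above 40% with more than 50 cells counted in the well; inconclusive = wells holding fewer than 50 cells, flagged as toxic or sparse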;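 note: U2OS osteosarcoma cells stably expressing GPR55 and beta-arrestin-GFP; plate controls were DMSO negative control for no effect and LPI positive control for full effect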
# KOR beta-arrestin-1 – KOR antagonists, beta-arrestin recruitment, cell-based, luminescence, uHTS (AID 1778). KOR beta-arrestin recruitment, luminescence, antagonist mode; higher % means a stronger effect. inhibition, % at 10 µM; hits with a dose series show IC50 in µM. 290,000 tested, 0.091% active; in the data active = inhibition above about 50%; note: strong numbers were not always called active
# KOR beta-arrestin-2 – kappa opioid receptor activators – cell-based, luminescence, uHTS, primary screen (AID 1777). KOR beta-arrestin recruitment, luminescence; higher % means a stronger effect. 280,000 tested, 0.02% active. activation, % at 10 µM; hits with a dose series show EC50 in µM; in the data active = activation above about 50%, passing the limit was not always enough; note: a part of the inactive calls stands beside numbers as strong as those of hits
# SIAH1 antagonists – Siah-1 peptide-binding antagonists, primary screen, biochemical, fluorescence polarization, rhodamine-plectin, uHTS (AID 1817); Siah-1 / rhodamine-plectin peptide fluorescence polarization; higher % means a stronger effect; one-dose displacement, % at 20 µM; IC50 in µM for titrated hits; 290,000 tested, 0.02% active;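 active = displacement of at least 50% at 20 µM, with a fluorescence ratio check between 0.3 and a set limit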;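 note: plate controls were Siah plus tracer with DMSO for no effect and tracer alone without Siah for full effect; strong numbers were not always called active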
# * marks the source's active call; other numbers are inactive results; ? = inconclusive; . = no result given; [ ] = remark or other dose. This is a subset. The share of hits here may be higher or lower than overall.
SMILES,AID2073,GPR55 antagonists,NOD1 inhibition,GPR35 arrestin U2OS,HIV fusion peptide,GPR55 activation,KOR beta-arrestin-1,KOR beta-arrestin-2,SIAH1 antagonists
CN1c2ccc([N+](=O)[O-])cc2C(C)(C)C12C=Cc1cc(C(=O)O)ccc1O2 (configuration not stated),-4%,3%,3%,-2%,7.8%,-0.1%,8%,-7.1%,-3%
Cc1ccc(CN2CC(C(=O)N3CC=C(c4ccccc4)CC3)CC2=O)cc1 (configuration not stated),-4%,24%,-8%,-10%,1.6%,-0.1%,17%,-3.1%,5%
Cc1ccc(C)c(NC(=O)C(Sc2ncnc3ccccc23)c2ccccc2)c1 (configuration not stated),-1%,8%,23%,4%,-1.4%,0.3%,-6%,4.7%,9%
COC(=O)c1cc(Br)c(=O)n(Cc2ccco2)c1,5%,3%,-14%,-8%,-0.1%,-0.1%,20%,5.1%,-3%
CS/C(=C\[N+](=O)[O-])Nc1ccc(F)cc1,4%,15%,-23%,-9%,-2.0%,-0.2%,-1%,0.9%,-2%
O=C(CCCN1C(=O)/C(=C/c2cccs2)SC1=S)Nc1ccccn1,-21%,9%,64%*,11%,-1.7%,-0.1%,-16%[20 µM],.,-8%
CCOCCCNC(=S)NCCCNc1nc2c(C)c(C)ccc2cc1C#N,?,-1%,-23%,7%,0.5%,-0.1%,-32%[20 µM],-4.5%,-3%
CCC(C)(C)NC(=O)C(c1ccc(O)cc1)N(Cc1ccco1)C(=O)CCC(=O)Nc1ccccn1 (configuration not stated),4%,0%,36%,3%,-0.5%,-0.2%,-12%,4.7%,-6%
CCOC(=O)c1cnc(-c2ccccc2)[nH]c1=O,-8%,7%,7%,-1%,-0.5%,0.0%,18%,3.0%,1%
O=C(Cn1cnc2c(cnn2-c2ccccc2)c1=O)NCc1ccccc1,2%,-8%,-4%,-2%,-1.0%,0.9%,-47%,-1.3%,-1%
COc1cc(/C=C(/C#N)C(=O)c2c(C)[nH]c3ccccc23)ccc1OCC#N,0%,-14%,18%,-9%,-0.2%,-0.1%,-18%,0.7%,-2%
COCON1C(=O)CN(C(C)=O)C1c1ccc(Cl)cc1Cl (configuration not stated),0%,-12%,12%,16%,-2.1%,0.2%,-2%,-0.9%,-4%
COc1cc(O)c(C(CCN2CCN(c3ccccc3)CC2)c2cc(OC)c(OC)c(OC)c2)c(OC)c1 (configuration not stated),1%,18%,-10%,12%,1.7%,0.0%,-7%,0.6%,-1%
COc1ccc(S(=O)(=O)N2CCCOC2CNC(=O)C(=O)NCCc2ccco2)cc1OC (configuration not stated),6%,3%,-2%,12%,0.8%,0.0%,3%,-1.2%,-1%
N#CCOc1nc(N2CCCCC2)nc(N2CCCCC2)n1,3%,1%,10%,-4%,0.9%,-0.1%,-20%,1.4%,2%
Cc1cccc(Cn2c(Sc3nc(C)cs3)nc3c2c(=O)[nH]c(=O)n3C)c1,-6%,5%,-15%,12%,0.3%,0.7%,-12%,-4.8%,0%
COc1ccc(S(=O)(=O)NCC(=O)N(CC(=O)NCc2ccccc2)Cc2ccco2)cc1,11%,-1%,1%,15%,-2.0%,.,-6%,-6.4%,-4%
Cc1ccc(-c2[nH]ncc2/C=C(\C#N)C(=O)NC2CCCCC2)cc1,1%,20%,-3%,-22%,0.1%,0.2%,-40%,2.8%,-1%
C(=N\c1nc2ccccc2n1CCN1CCOCC1)/c1cccs1,12%,18%,-15%,14%,1.1%,-0.3%,.,.,1%
O=C(COc1ccccc1Cl)NCCCNC(=O)c1ccccn1,7%,2%,-26%,0%,0.5%,-0.1%,-9%,-4.1%,6%
COc1ccc(NC(=O)Nc2cc(C)ccc2F)cc1OC,4%,0%,-27%,-6%,-0.4%,0.0%,-58%[20 µM],-4.8%,1%
O=S(=O)(c1ccc(F)cc1)N1CC2CCCN2c2ccc(C(F)(F)F)cc21 (configuration not stated),-4%,14%,15%,8%,-4.5%,-0.2%,-33%,-0.6%,3%
CN1CCN(c2nc3ccccc3nc2C(C#N)C(=O)OC2CCCCC2)CC1 (configuration not stated),-2%,18%,11%,8%,-1.1%,0.7%,-5%,21%,-4%
O=C(CN1C(=O)S/C(=C/c2ccncc2)C1=O)Nc1ccccc1,-10%,16%,-17%,6%,-2.2%,0.0%,27%,-5.0%,0%
O=C1CSC(c2ccc(F)cc2)N1c1ccccc1F (configuration not stated),2%,2%,3%,0%,1.0%,-0.1%,28%,-7.5%,-1%
O=C(COC(=O)CNC(=O)c1ccccc1)Nc1ccc2c(c1)OCO2,6%,-2%,-37%,-2%,-2.9%,0.1%,-8%,3.2%,-1%
Cc1cccc(C)c1OCC(=O)Nn1c(C)nc2ccccc2c1=O,-5%,10%,3%,26%,-2.1%,-0.2%,-36%,0.5%,-5%
O=C(c1ccc(Cl)c(S(=O)(=O)N2CCOCC2)c1)N(c1ccccn1)C1CCCCC1,4%,8%,-14%,6%,0.3%,-0.5%,-1%,-1.1%,2%
O=c1c(S(=O)(=O)c2ccc(Cl)cc2)cn(Cc2ccccc2)c2ccc(F)cc12,25%,10%,-53%,.,3.9%,-0.3%,-6%,-4.1%,-1%
COc1ccc(Cl)cc1NC(=O)COC(=O)CNC(=O)c1ccc([N+](=O)[O-])c(C)c1,-2%,-1%,-12%,0%,0.2%,0.4%,-15%,0.7%,2%
CC(C)(C)c1cc(CSC(=S)NC2CCS(=O)(=O)C2)c(Br)c(C(C)(C)C)c1 (configuration not stated),8%,7%,21%,32%,-0.5%,-0.1%,-59%[20 µM],-2.3%,1%
N=C1C(c2nc3ccccc3s2)=C(O)CN1NC(=O)c1c[nH]c2ccccc12,53%*,-2%,-21%,-13%,12%,0.1%,-358%[20 µM],5.0%,6%
COc1ccc(CNC(=O)c2ccc(CS(=O)(=O)c3ccc(Br)cc3)o2)cc1,7%,-10%,8%,50%,-0.8%,0.5%,-17%[20 µM],-6.7%,-2%
CC12CN(C(=S)Nc3ccccc3)CC(C)(CN(C(=S)Nc3ccccc3)C1)C2=O,-11%,5%,6%,2%,-2.3%,-0.1%,-1%[20 µM],-4.5%,-6%
COCCCn1c(SCC(=O)N2CCOCC2)nnc1-c1ccco1,3%,-8%,-28%,-9%,1.2%,-0.1%,-24%,-1.3%,4%
CCCN1CCC(=O)N(CCOc2ccccc2)CC1,-7%,20%,-13%,-11%,1.4%,0.1%,-24%[20 µM],-6.5%,2%
CCOc1ccc(N(CC(=O)NC2CC2)S(=O)(=O)c2ccc(C)cc2)cc1,0%,-7%,-5%,3%,0.8%,-0.2%,3%,-1.7%,4%
CCOC(=O)C1(CCOc2ccccc2)CCN(Cc2ccc3c(c2)OCCO3)CC1,4%,5%,-16%,-6%,1.3%,-0.3%,-33%,1.4%,22%
NC(=O)c1ccc(NC(=O)COC(=O)CCCc2c[nH]c3ccccc23)cc1,6%,3%,-49%,0%,1.1%,0.5%,19%,1.4%,1%
O=c1nc(/C=C/c2ccc(O)c(O)c2)oc2ccccc12,46%,4%,0%,-3%,21%,-0.1%,46%,0.8%,-7%
COCC(C)N1CCC(n2nccc2NC(=O)c2ccc3c(c2)OCO3)CC1 (configuration not stated),6%,4%,-19%,2%,5.2%,-0.1%,-6%,0.2%,-2%
CN1CCN(S(=O)(=O)c2ccc(N3CCN(S(=O)(=O)/C=C/c4ccccc4)CC3)nc2)CC1,13%,6%,-25%,24%,-2.6%,-0.2%,1%,1.3%,0%
O=C1CCC(O)CCN1CCSc1ccccc1 (configuration not stated),20%,-3%,44%,19%,0.1%,-0.3%,-32%[20 µM],5.2%,-2%
CCOC(=O)c1ccc(NC(=S)N(CCCN2CCN(CC)CC2)Cc2ccco2)cc1,1%,-4%,-10%,-9%,-0.4%,0.4%,-18%,-0.7%,-5%
CC1CCc2c(sc(NC(=O)CSc3nc4c(c(C(F)(F)F)n3)CCc3ccccc3-4)c2C(N)=O)C1 (configuration not stated),7%,8%,-2%,-6%,1.1%,0.6%,10%,6.2%,0%
C/C(=N\NC(=O)C(N)=O)c1ccc(Br)cc1,-2%,16%,-49%,4%,4.7%,0.4%,-12%,2.4%,17%
Cc1ccc(/C=N/Nc2nc(N3CCOCC3)nc(N3CCOCC3)n2)o1,8%,-6%,-20%,-8%,0.3%,0.4%,34%,-2.2%,3%
Oc1ccc2ccccc2c1C=Nc1ccccc1Br,-14%,-8%,-22%,-5%,0.3%,0.2%,-28%,1.3%,-1%
CCN1C(C(=O)c2ccccc2)=C(Nc2ccccc2C)c2ccccc2S1(=O)=O,9%,15%,41%,19%,-1.3%,-0.2%,16%,-1.6%,-1%
N#Cc1ccc(CC(C(=O)O)N2Cc3ccccc3C2=O)cc1 (configuration not stated),8%,11%,-3%,9%,-1.7%,-0.1%,12%,-12%,-5%
CCn1c(CNC(=O)c2ccc(OC)c(OC)c2)nnc1SCC(=O)Nc1ccc(OC)cc1,5%,-6%,-6%,3%,-1.2%,0.4%,9%,-0.1%,-5%
CC(C)CN1CCNC(=O)C1CC(=O)NCc1cnn(-c2cccc(F)c2)c1 (configuration not stated),4%,16%,-8%,31%,1.8%,-0.3%,9%,-1.2%,-5%
Cc1ccc(-n2nc(N)c3c(=O)oc(N(C)C)nc32)cc1,63%,4%,20%,-9%,1.0%,0.2%,-21%,-0.3%,-2%
CCOc1ccc(N/C=C/C(=O)c2cc(OC)c(OC)c(OC)c2)cc1,-2%,-4%,-10%,-16%,0.2%,-0.3%,-26%[20 µM],-2.2%,9%
CCOc1cccc(-c2cc(C(=O)N/N=C/c3ccc(OC)c(CN4CCOCC4)c3)c3ccccc3n2)c1,37%,29%,-26%,-6%,-1.4%,0.7%,.,-1.8%,-2%
CNCC(O)CN1CCN(c2ccccc2OC)CC1 (configuration not stated),-4%,-5%,-32%,-11%,0.2%,0.5%,10%,3.5%,1%
O=C(NCCSCc1c(F)cccc1Cl)c1ccco1,?,8%,-16%,25%,-1.3%,-0.1%,11%,14%,-5%
O=C(CN1CCCC1)Nc1ccc(Cl)cc1C(F)(F)F,0%,0%,-21%,-20%,-0.6%,-0.4%,-2%,1.1%,2%
